HDAC3 inhib = human HDAC3 inhibition | O15379 | recombinant HDAC3, fluorogenic peptide/trypsin coupled, fluorescence | inhibition, % at 8.3 µM | hit rate 0.15% among 320,000; in the data active means inhibition above about 26%, passing the limit was not always enough; inconclusive means no clear call, values can overlap the other calls
Target sequence (O15379 whole entry, looked up): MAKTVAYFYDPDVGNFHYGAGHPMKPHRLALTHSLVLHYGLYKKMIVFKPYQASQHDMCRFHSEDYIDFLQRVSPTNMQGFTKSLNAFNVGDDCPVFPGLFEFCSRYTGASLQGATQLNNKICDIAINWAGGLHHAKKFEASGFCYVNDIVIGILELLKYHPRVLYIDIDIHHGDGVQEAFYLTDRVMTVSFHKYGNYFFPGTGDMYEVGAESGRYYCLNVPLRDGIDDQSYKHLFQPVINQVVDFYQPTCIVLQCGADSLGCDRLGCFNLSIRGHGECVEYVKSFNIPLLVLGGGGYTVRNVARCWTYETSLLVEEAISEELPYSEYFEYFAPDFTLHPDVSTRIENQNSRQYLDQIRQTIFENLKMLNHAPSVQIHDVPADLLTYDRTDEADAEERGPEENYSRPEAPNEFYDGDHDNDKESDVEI
HSF-1 act = increases HSF-1 driven luciferase reporter signal; NIH3T3-HGL HSF-1 luciferase reporter, MG132, 8 h; 100% = twice DMSO control signal; activation, % at 9 µM; hit rate 1.7% among 300,000; AID 504408;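 active means mean replicate activation of at least 50% with a set share of replicates each reaching 50%; inconclusive means only one of those two conditions met; inactive means mean below 50% and too few replicates reaching it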;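 further: 0% = median of the neutral control wells and 100% = twice that signal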
AI-2 QS mod = modulators of Vibrio harveyi AI-2 quorum sensing system. Vibrio harveyi JMH597 AI-2 luminescence/OD600 ratio, 9 h; stronger effect = lower value; strain lacks LuxN and CqsS sensors; 0 = neutral-control median. activity change, % at 7.5 µM. hit rate 0.4% among 300,000; in the data active means activity change below about -75%, passing the limit was not always enough; inconclusive means no clear call, values can overlap the other calls;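 further: luminescence divided by OD600 gain over 9 h not by final OD600 alone; inactives centre near 13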
KLF5 inh = suppresses KLF5 promoter-driven expression; DLD-1 KLF5 promoter-luciferase reporter, luminescence; inhibition, % at 5 µM; hit rate 0.23% among 290,000; AID 1700;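 active means inhibition above a per-plate limit of that plate's mean compound inhibition plus 3 SD, cut at about 60% in these data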;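 further: 0% = DMSO wells and 100% = LY294002 at 200 µM; higher means less KLF5 promoter-driven luciferase light; inactives centre near -14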
aSyn 5UTR inh = MLPCN primary screen, SNCA 5' untranslated region | inhibition, % (tested at 7.5 µM) | hit rate 0.82% among 300,000 | alpha-synuclein 5'UTR reporter, inhibitor activity; in the data active means inhibition above about 60%; inconclusive means no clear call, values can overlap the other calls;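 further: H4 neuroglioblastoma cells stably carrying SNCA 5'UTR luciferase fusion; 0% = DMSO wells and 100% = positive control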
HSP90 refold inh = inhibitors of HSP90 luciferase refolding in rabbit reticulocyte lysate. AID 1789. luciferase refolding luminescence, 3 h. hit rate 0.91% among 290,000. inhibition, % at 5.6 µM;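 active means inhibition above the screen-wide mean plus 3 SD, computed separately per campaign, cut at about 16% in these data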;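 further: 0% = DMSO wells and 100% = 60 µM geldanamycin wells; inhibitors lower the luminescence because luciferase stays unfolded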
HIF act = HIF pathway transcriptional activation | U2OS HRE-luciferase reporter, luminescence; normalized: DMSO 0%, desferrioxamine 100% | activation, % at 7.5 µM (by protocol) | hit rate 0.32% among 300,000;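 active means mean activation of at least 10% of the iron chelator positive control signal, with at least half of replicates also reaching 10%; inconclusive means mean and replicate majority disagree about reaching 10%; inactive means mean and most replicates under 10%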
HSF1 inh = HSF1 inhibition. NIH3T3-HGL HSE-luciferase, MG132-induced, luminescence 8 h; stronger effect = lower value. activity change, negative = inhibition, % at 7.5 µM (by protocol). hit rate 0.77% among 300,000. AID 2098;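 active means more than half of replicate wells show activity change below -50%, luminescence cut by over half; inconclusive means some wells, but at most half, below -50%; inactive means no replicate well below -50%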;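 further: luciferase reports HSF-1 transcriptional activity via heat shock element; 0% = median of DMSO wells and -100% = zero luminescence signal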
Platelet DG rel = platelet dense granule release activity | inhibition, %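 (compounds screened at 7.5 µM in platelet-rich plasma)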 | AID 1663 | hit rate 0.22% among 300,000 | human platelet-rich plasma, SFLLRN dense granule ATP release, luminescence;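 active means mean replicate score, as percent of positive control, at or above 50; inconclusive means mean below 50 but at least one replicate at or above 50; inactive means mean and every replicate below 50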
IEC-6 cytotox = IEC-6 cytotoxicity, counter-screen for KLF5 inhibitors; luminescence viability; inhibition, % at 5 µM; hit rate 0.78% among 290,000; in the data active means inhibition above about 22%;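 further: 0% = plate median of test compound wells and 100% = cytotoxic reference compound wells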
* marks the source's active call; other numbers are inactive results; ? = inconclusive; . = no result given. Hits appear at their usual frequency; any-hit rate near 5%.

SMILES	HDAC3 inhib	HSF-1 act	AI-2 QS mod	KLF5 inh	aSyn 5UTR inh	HSP90 refold inh	HIF act	HSF1 inh	Platelet DG rel	IEC-6 cytotox
CCOC(=O)CN1C(=O)CN(c2ccc(C)c(C)c2)C1=O	-1	11	13	-42	-37	0	-0.3	-8	3	-6
COc1cccc(-c2nc(CS(=O)(=O)CC(=O)NC3CCCC3)c(C)o2)c1	10	-16	11	-17	-4	-3	0.3	6	-4	4
CCOC(=O)C1CN(S(=O)(=O)c2ccc(C)cc2)c2cc(S(=O)(=O)CC)ccc2O1 (centres undefined)	3	25	3	-24	-23	-1	0.1	8	-11	0
O=C(c1cnn2ccccc12)N1CCc2ccccc21	6	41	5	-199	-123	1	3.2	33	20	1
CC(C)NS(=O)(=O)c1ccc(CCC(=O)Nc2ccc3c(c2)OCO3)cc1	0	8	19	-59	11	-3	0.1	-2	-3	1
O=C(C1=C[C@@H](c2coc3ccccc3c2=O)C[C@@H](OCc2ccc(CO)cc2)O1)N1CCN(Cc2ccc3c(c2)OCO3)CC1	5	4	-7	-2	40	4	-0.1	9	-1	0
Cc1cc(C)n2c(SCC(=O)NCc3ccc4c(c3)OCO4)nnc2n1	?	13	6	-23	-1	-2	-0.1	0	-2	-3
Cc1ccc2c(c1)c1nnc(SCC(=O)N3CCCc4ccccc43)nc1n2CC(=O)O	5	-7	25	26	-2	-3	-0.3	3	-2	-2
O=C(NS(=O)(=O)Nc1ccc(Cl)cc1)c1c[nH]c2ccccc12	1	13	50	11	-50	-3	0.5	1	9	4
COc1ccc(OCCNC(=S)Nc2cccc3ccccc23)cc1	3	-11	21	-39	-8	2	-0.6	1	-6	6
CCc1ccccc1NC(=S)NNC(=O)c1ccccc1Cl	-17	39	26	-14	-49	-3	1.6	15	2	-4
O=C(Nc1ccccc1)N(C1=NCCC1)c1ccccc1	-1	8	6	7	-3	0	0.5	-5	11	-3
COc1ccc2cc3c(nc2c1)OCC3	-5	9	-11	-21	-30	8	0.8	0	3	0
O=C(Cn1cnc([N+](=O)[O-])c1)NCc1ccc(F)cc1	3	-1	5	-34	11	0	-0.1	1	12	-4
Cc1nc2ccc(NC(=S)N3CCCC3)cc2nc1C	-2	7	6	-56	-35	1	0.7	2	-4	6
CN1CCN(C(=O)c2cc(Cl)cc(Cl)c2NC(=O)c2ccco2)CC1	0	7	16	-2	-3	-2	-0.5	-14	2	1
O=C(Cn1c(-c2cncs2)nc2ccccc21)NCCc1ccccc1	-5	29	17	-15	13	-1	-0.1	2	10	-2
CC(=O)c1cccc(NC(=S)NCc2ccccc2)c1	4	23	19	-40	0	1	-0.4	7	-10	-3
C=CCn1c(COc2ccccc2)nnc1SCC(=O)Nc1ccc(S(N)(=O)=O)cc1	-2	-5	4	-25	-20	3	0.1	2	-2	5
COc1ccc(CN2CC[C@H]3C=CC[C@@H](C(=O)Nc4ccc(Cl)c(C(F)(F)F)c4)[C@H]3C2=O)cc1OC	13	17	11	.	11	.	0.8	5	3	.

Two compounds from above, showing only HSF-1 act and IEC-6 cytotox:
canonical_smiles | HSF-1 act | IEC-6 cytotox
O=C(NS(=O)(=O)Nc1ccc(Cl)cc1)c1c[nH]c2ccccc12 | 13 | 4
CCOC(=O)CN1C(=O)CN(c2ccc(C)c(C)c2)C1=O | 11 | -6

(listing goes on)
SMILES	HDAC3 inhib	HSF-1 act	AI-2 QS mod	KLF5 inh	aSyn 5UTR inh	HSP90 refold inh	HIF act	HSF1 inh	Platelet DG rel	IEC-6 cytotox
O=C1CC(c2cccnc2)c2cc3c(cc2N1)OCCO3 (centres undefined)	0	2	-4	-2	37	5	-0.5	-4	35	7
COc1cccc(NC(=O)C(=O)c2cn(CC(=O)N3CCCC3)c3ccccc23)c1	6	-4	10	-32	-22	-7	1.0	4	18	5
CC(C)C(NC(=O)C1CCCCC1)C(=O)Nc1ccc2c(c1)OCCO2 (centres undefined)	3	-41	23	-128	-66	8	0.1	-35	7	-1
Fc1ccc(Cn2c(SCc3ccc(F)c(C(F)(F)F)c3)nnc2C(F)(F)F)cc1	14	11	9	-6	18	2	-0.1	12	2	-4
CC1(C)CC(=O)C=C(c2cc3ccccc3s2)C1	-8	-1	-10	.	-28	.	0.8	2	2	.
COc1ccc(OC)c(CNC(=O)CCc2nc(-c3cccs3)no2)c1	0	-8	11	-9	4	2	0.3	-4	-5	3
COc1ccc(N=C2NC(=O)/C(=C/c3ccc(O)c(OC)c3)S2)cc1	0	18	14	8	20	-3	0.3	-3	1	2
Cn1cccc1C(C#N)c1cccc(F)c1C#N (centres undefined)	-13	2	14	4	-21	0	-0.2	2	-3	-1
CCOC(=O)c1ccc(NC(=O)CSc2nc3c(c(=O)n2C)SC(C)C3)cc1 (centres undefined)	-2	0	3	-16	23	0	0.2	3	?	0
CC(=O)c1ccc(OCCN2CCOCC2)cc1	4	3	-1	-14	-1	-4	0.5	-6	1	0
CC(C)Cn1c(SCC(=O)c2c(N)n(C)c(=O)n(C)c2=O)nc2ccccc21	-1	1	26	-1	2	-2	0.1	5	2	0
COc1ccc(S(=O)(=O)N(C)CC(=O)Nc2ccccc2C(F)(F)F)cc1OC	7	2	-21	0	15	-2	-8.8	-6	-1	2
CCOC(=O)c1nnc(-c2ccc(C)cc2)nc1Sc1ccccc1Cl	1	47	20	-20	30	-1	-0.5	16	9	-3
CCOC(=O)N1CCC(NC(=O)COc2cc(=O)n(C)c3ccccc23)CC1	-2	-8	22	-9	-11	1	0.1	1	1	-3
Cc1ccc2c(CC(=O)NCc3cccs3)coc2c1	-10	.	23	-21	-12	-3	.	.	-1	11
CCOCCc1nn2c(=O)cc(CSCC(=O)Nc3ccc(OC)cc3)nc2s1	4	-10	-8	-20	16	4	-0.2	-3	22	6
CCCn1c(=O)c(Br)cn(-c2ccccc2C)c1=O	-1	-10	14	7	-1	1	-0.4	-10	20	-1
CCOC(=O)c1c(C2CC2)csc1NC(=O)COC(=O)c1ccc[n+]([O-])c1	-8	7	3	-27	-3	2	-0.1	4	-16	5
N#C/C(=C(/O)COc1ccc(Cl)cc1)c1nc2ccccc2s1	1	23	7	-15	5	0	-0.7	7	7	2
O=c1ccc(-c2ccc([N+](=O)[O-])cc2)nn1-c1ccccc1	-6	-6	18	-23	7	-2	-0.3	-2	0	1
COc1ccc(N2CCN(S(=O)(=O)c3cccc4nsnc34)CC2)cc1	1	-7	1	-4	-2	0	0.5	-10	-7	-3
CCN(CC)c1ccc(CNc2ccc3c(c2)ncn3CC)cc1	8	-3	24	-41	2	1	1.0	5	11	-8
O=C(Nc1ccccc1)C1=C[C@H](C2CC2)C[C@H](OCCCCO)O1	-6	6	16	-25	3	2	-0.7	-1	-1	3
C[C@@H](C(=O)N1CCNCC1)n1cc(CCCN=C(N)N)nn1	1	-14	26	-8	-1	5	-0.8	-6	-5	2
COc1cc(CNCc2ccc(C)cc2)cc(OC)c1OC	3	-27	8	-5	10	11	0.1	-15	3	4
CCc1nnc(NC(=O)CSc2nnc(-c3ccco3)n2CC)s1	4	-39	-65	14	14	2	-0.3	?	-3	5
O=S(=O)(c1ccc(Cl)cc1)N1CCC2(CC1)OCCN2S(=O)(=O)c1cccs1	.	?	25	.	21	.	-0.9	13	-4	.
O=C(N/N=C/c1c(-c2ccccc2)[nH]c2ccccc12)c1cccnc1	7	-41	5	13	-34	0	3.5	-24	5	58*
COc1ccc(S(=O)(=O)N2CCC(C(=O)NCCN3CCOCC3)CC2)cc1	2	15	5	-21	10	0	-1.0	1	2	4
COC(=O)CSC1=NS(=O)(=O)c2ccccc21	54*	-6	48	-47	-11	2	-0.1	1	23	-5
COc1ccc(OC)c2sc(N3CCCCC3)nc12	-4	20	9	-73	-62	0	2.6	9	0	4
COc1cc(CC(=O)OCC(=O)N2CC(C)CC(C)C2)cc(OC)c1OC (centres undefined)	-2	-4	-9	-2	1	5	2.1	-7	6	6
O=C(Cn1nc(C(F)(F)F)cc1C1CC1)NCc1ccccc1F	0	-1	11	3	-9	-1	0.0	4	-3	-2
Cc1ccc(/C=N\NC(=O)C2CC(=O)N(c3ccccc3)C2)o1 (centres undefined)	2	17	3	-11	-15	0	1.1	17	6	8
COc1ccc2c(c1)CC/C(=C\Nc1ccc3c(c1)OCO3)C2=O	0	15	18	-6	-197	5	1.0	6	1	8
Cc1ccc(-n2nc(C)c(/C=N/NC(=O)c3cccnc3)c2Cl)cc1	4	12	20	-74	-26	11	0.1	4	9	6
Cc1ccccc1N1CC(C(=O)Nc2ccc(S(=O)(=O)N3CCCCC3)cc2)CC1=O (centres undefined)	2	31	22	-23	14	-2	-0.1	2	2	8
CC(=O)NCCN=Cc1sc2ccccc2c1O	1	-11	-3	1	4	20*	1.5	-3	5	0
COCCN(C(=O)Cc1cccs1)C(C(=O)NCc1ccc(OC)cc1)c1ccc(C)cc1 (centres undefined)	1	1	8	6	19	-1	-0.5	-9	-7	-3
CCCOc1ccc(/C=C/C(=O)NC2CCCCC2)cc1OC	-9	-5	4	-19	15	-2	1.0	-5	0	4
CCCCN1CC(=O)N2[C@H](c3ccc(OC)cc3)[C@@H]3C(=O)N(CC)C(=O)[C@@H]3[C@]2(Cc2ccccc2)C1=O	12	3	8	-36	8	3	-0.2	2	8	-1
O=c1cc(CSc2nnc(-c3cccnc3)n2-c2ccccc2F)nc2sccn12	7	-3	9	-47	-16	-3	.	-9	0	-4
CC(C)CNC(=S)N1CCN(c2nc(-c3ccc(Cl)cc3)cs2)CC1	3	-12	23	-35	4	-2	-0.2	4	-3	-8
O=C(Nc1cccc(C(F)(F)F)c1)c1cc(-c2ccco2)on1	-3	11	-1	-19	-23	2	-0.2	0	2	0
CCCC(=O)Nc1ccc(Oc2ccc(NC(=O)CCC)cc2)cc1	0	-15	55	-42	-15	0	0.2	-3	-1	-2
O=C(CCSCc1cccc(F)c1)NCCc1ccccc1	1	7	19	-28	2	-3	-19	-8	2	0
Cc1cc(C)cc(NC(=O)CSc2nc3[nH]c(=O)cc(O)c3s2)c1	3	3	18	-23	-7	1	0.7	-2	-5	2
CSc1c(-c2ccccn2)c(N)nn1C(=O)C1CCC1	2	-15	25	5	29	1	-0.3	-2	-4	-5
COc1ccc(N(C(=O)c2ccco2)S(=O)(=O)c2cc(Cl)c(Cl)cc2Cl)cc1	?	4	4	-16	-20	10	1.3	2	0	1
CC(=O)N1CCN(c2ccccc2NC(=O)c2ccc(C#N)cc2F)CC1	11	-21	14	-2	-23	-2	-0.6	-10	0	2
Cc1ccccc1Nc1nc(N)nc(COC(=O)CC2CC3CCC2C3)n1 (centres undefined)	3	-10	22	6	-13	3	0.1	-10	6	12
COCCCn1c(SCC(=O)NCc2ccco2)nc2sc3c(c2c1=O)CCC3	7	-9	22	-16	-2	1	0.0	5	1	-3
CC(=O)N/C(=N/c1nc(C)cc(C)n1)Nc1cccc(C)c1C	0	50	13	-19	-4	-2	0.5	19	12	0

Assay outcomes (PubChem)
